mHTT-CaM PPI inh = mutant huntingtin-calmodulin interaction inhibitors – biochemical, AlphaScreen, primary screen; P42858; AlphaScreen His-mHTT/GST-CaM binding, luminescence; inhibition, % at 15 µM; hit rate 3.6% among 190,000;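 note: 0% = both proteins with DMSO and 100% = one protein alone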
Target sequence (P42858 whole entry, looked up, stated change not applied): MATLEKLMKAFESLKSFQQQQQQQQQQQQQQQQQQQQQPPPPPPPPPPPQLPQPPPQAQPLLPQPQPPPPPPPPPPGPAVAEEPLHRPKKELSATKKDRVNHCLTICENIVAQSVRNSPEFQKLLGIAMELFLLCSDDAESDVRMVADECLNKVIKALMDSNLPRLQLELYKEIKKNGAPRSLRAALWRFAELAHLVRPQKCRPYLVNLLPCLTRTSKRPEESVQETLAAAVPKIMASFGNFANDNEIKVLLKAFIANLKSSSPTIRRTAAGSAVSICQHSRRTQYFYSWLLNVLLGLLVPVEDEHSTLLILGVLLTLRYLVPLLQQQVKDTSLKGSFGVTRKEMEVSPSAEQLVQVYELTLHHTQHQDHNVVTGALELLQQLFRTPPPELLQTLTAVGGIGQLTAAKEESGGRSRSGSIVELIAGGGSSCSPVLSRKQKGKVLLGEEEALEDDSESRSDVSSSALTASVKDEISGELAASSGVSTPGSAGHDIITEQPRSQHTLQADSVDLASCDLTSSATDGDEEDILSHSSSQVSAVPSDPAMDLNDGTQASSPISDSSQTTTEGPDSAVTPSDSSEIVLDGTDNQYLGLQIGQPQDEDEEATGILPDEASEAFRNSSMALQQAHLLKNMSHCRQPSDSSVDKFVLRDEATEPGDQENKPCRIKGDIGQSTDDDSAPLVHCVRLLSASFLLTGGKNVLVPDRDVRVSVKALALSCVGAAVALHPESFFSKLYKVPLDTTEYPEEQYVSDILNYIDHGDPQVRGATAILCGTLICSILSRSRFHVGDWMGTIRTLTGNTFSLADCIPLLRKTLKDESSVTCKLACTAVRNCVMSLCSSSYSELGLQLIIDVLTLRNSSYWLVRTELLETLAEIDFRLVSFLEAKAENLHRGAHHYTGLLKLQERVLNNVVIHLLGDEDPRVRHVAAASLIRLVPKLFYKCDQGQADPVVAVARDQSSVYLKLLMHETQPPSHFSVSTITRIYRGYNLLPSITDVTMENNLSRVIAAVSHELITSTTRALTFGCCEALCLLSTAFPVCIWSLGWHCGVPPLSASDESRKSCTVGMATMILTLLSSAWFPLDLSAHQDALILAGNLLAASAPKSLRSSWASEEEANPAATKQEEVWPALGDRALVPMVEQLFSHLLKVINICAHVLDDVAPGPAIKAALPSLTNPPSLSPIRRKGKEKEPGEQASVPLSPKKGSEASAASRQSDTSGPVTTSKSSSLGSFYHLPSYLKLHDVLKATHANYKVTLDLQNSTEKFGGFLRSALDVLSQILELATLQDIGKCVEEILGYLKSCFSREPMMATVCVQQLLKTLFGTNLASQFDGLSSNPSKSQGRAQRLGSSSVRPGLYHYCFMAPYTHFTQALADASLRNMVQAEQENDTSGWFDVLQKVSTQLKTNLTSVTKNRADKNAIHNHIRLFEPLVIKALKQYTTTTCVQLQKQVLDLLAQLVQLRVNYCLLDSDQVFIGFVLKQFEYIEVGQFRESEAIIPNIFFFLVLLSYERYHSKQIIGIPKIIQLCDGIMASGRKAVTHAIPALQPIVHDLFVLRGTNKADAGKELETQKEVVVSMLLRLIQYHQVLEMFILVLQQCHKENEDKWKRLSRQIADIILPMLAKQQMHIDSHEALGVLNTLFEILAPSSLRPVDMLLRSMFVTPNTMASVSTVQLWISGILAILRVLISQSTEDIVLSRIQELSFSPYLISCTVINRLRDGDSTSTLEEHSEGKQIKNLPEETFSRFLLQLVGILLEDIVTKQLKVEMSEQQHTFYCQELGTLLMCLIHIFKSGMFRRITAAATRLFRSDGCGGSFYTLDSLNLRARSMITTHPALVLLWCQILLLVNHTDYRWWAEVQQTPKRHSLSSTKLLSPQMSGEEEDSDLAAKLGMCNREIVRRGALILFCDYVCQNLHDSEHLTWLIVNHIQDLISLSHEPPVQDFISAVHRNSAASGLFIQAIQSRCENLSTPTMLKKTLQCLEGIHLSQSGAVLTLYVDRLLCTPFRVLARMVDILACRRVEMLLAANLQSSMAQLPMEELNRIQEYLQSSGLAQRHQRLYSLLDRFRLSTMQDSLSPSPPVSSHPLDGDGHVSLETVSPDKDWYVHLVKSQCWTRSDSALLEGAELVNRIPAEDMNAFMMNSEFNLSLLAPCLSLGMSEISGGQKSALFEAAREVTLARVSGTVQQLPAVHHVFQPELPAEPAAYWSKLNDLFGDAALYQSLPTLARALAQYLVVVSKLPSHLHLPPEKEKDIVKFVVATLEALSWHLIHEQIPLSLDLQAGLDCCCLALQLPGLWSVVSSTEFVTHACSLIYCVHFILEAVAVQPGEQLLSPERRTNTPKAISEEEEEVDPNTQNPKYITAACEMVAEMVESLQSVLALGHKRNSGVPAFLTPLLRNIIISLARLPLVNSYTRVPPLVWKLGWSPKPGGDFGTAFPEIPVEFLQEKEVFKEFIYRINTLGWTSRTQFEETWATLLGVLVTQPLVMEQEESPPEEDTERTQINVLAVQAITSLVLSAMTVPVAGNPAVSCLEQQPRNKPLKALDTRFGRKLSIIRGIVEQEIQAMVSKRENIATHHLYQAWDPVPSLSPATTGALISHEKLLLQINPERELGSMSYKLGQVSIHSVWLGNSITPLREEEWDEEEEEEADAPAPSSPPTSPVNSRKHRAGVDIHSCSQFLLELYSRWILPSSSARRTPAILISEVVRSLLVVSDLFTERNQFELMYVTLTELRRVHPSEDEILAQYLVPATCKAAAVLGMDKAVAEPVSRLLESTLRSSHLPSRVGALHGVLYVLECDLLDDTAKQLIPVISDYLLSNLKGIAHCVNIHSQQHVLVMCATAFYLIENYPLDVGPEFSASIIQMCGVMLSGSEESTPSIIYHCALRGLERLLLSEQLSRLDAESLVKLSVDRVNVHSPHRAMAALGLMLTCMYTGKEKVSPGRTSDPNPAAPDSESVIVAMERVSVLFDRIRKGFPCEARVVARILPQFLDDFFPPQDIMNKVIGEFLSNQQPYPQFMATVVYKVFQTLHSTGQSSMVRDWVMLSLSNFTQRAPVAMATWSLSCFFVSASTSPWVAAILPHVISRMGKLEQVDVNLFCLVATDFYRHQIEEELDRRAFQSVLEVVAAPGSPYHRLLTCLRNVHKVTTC
Pf apPOL inh = Pf-apPOL inhibitors, biochemical, fluorescence; Plasmodium falciparum apicoplast DNA polymerase (apPOL); Recombinant Pf-apPOL, molecular beacon fluorescence, 1.5 h; inhibition, % at 10 µM; hit rate 0.25% among 210,000; AID 1794808, 2022
An asterisk follows results filed as active; x = not tested or not shown; & = joins results of further samples. Cut-off read from the data, not from the text of the source: active = inhibition above about 50%; inactive = the rest. These rows are one share of the data; count on the stated rates, not on these rows.

Start of the data: the first 21 records as a preview:
SMILES	mHTT-CaM PPI inh	Pf apPOL inh
CNC(=O)C1CCCN(c2cnn(Cc3ccccc3)c(=O)c2)C1 (configuration not stated)	-2	-1
CCOC(=O)COc1ccc2c(c1)OC(=Cc1cccc(C)c1)C2=O	-9	5
COCCn1cc2c3c(cccc31)CN(C(=O)c1ccc(Br)o1)CC2	76*	-7
O=C(NCc1ccc(F)cc1Cl)C1CCCN(c2nccc3sccc23)C1 (configuration not stated)	-1	5
Cc1ccc(OCC(O)CN2CCN(c3ccccc3F)CC2)c(C)c1 (configuration not stated)	-6	-5
COc1ccc(C(O)=C2C(=O)C(=O)N(CCCn3ccnc3)C2c2cccc([N+](=O)[O-])c2)cc1 (configuration not stated)	4	0
O=C(CSc1nc2c(cnn2-c2ccccc2)c(=O)[nH]1)Nc1cccc([N+](=O)[O-])c1	-15	0
CCN1CCN(CCNC(=O)CC2CCN(C(=O)c3ccccc3Cl)CC2)CC1	-11	-6
Cc1cccc(N2C(N)=C(C#N)C(c3cc(C)sc3C)C3=C2CC(C)(C)CC3=O)c1 (configuration not stated)	27	2
Cc1ccc(C(=O)Nc2ccc(F)cc2F)cc1	0	-2
CCCC1c2cccn2CCN1C(=O)NC1CCCCC1 (configuration not stated)	-5	1
CC(C)(C)c1ccc(C2=NC(=O)C(CC(=O)O)S2)cc1 (configuration not stated)	x	38
O=C(c1cc2sc(Br)cc2n1CC1CCCCO1)N1CCCC1 (configuration not stated)	70*	-13
CCOc1ccc(-c2cc(C(=O)NCCCOC)c3ccccc3n2)cc1	-2	-4
O=C(Nc1ccccn1)c1ccc(NC(=O)C2CC=CCC2C(=O)O)cc1 (configuration not stated)	-3	-1
COc1cc(CN2CCN(c3cccc(C)c3C)CC2)cc(OC)c1OC	-5	0
COc1ccc(CNC(=O)C2(C)Cc3ccccc3C(=O)N2Cc2cccc(C)c2)cc1 (configuration not stated)	4	0
Cc1ccc(NC(=O)COc2ccc(C=O)cc2)cc1C	1	-12
COc1cc(NC(=O)c2noc3c2CCCCC3)c(OC)cc1Cl	-7	-6
O=C(c1ccncc1)N1CCc2nc(-c3ccc(Cl)cc3)ncc2C1	-11	6
CCC1CCc2c(sc(NC(=O)c3cc4ccccc4c(=O)o3)c2C#N)C1 (configuration not stated)	-2	1

Main list, from the start:
SMILES	mHTT-CaM PPI inh	Pf apPOL inh
CNC(=O)C1CCCN(c2cnn(Cc3ccccc3)c(=O)c2)C1 (configuration not stated)	-2	-1
CCOC(=O)COc1ccc2c(c1)OC(=Cc1cccc(C)c1)C2=O	-9	5
COCCn1cc2c3c(cccc31)CN(C(=O)c1ccc(Br)o1)CC2	76*	-7
O=C(NCc1ccc(F)cc1Cl)C1CCCN(c2nccc3sccc23)C1 (configuration not stated)	-1	5
Cc1ccc(OCC(O)CN2CCN(c3ccccc3F)CC2)c(C)c1 (configuration not stated)	-6	-5
COc1ccc(C(O)=C2C(=O)C(=O)N(CCCn3ccnc3)C2c2cccc([N+](=O)[O-])c2)cc1 (configuration not stated)	4	0
O=C(CSc1nc2c(cnn2-c2ccccc2)c(=O)[nH]1)Nc1cccc([N+](=O)[O-])c1	-15	0
CCN1CCN(CCNC(=O)CC2CCN(C(=O)c3ccccc3Cl)CC2)CC1	-11	-6
Cc1cccc(N2C(N)=C(C#N)C(c3cc(C)sc3C)C3=C2CC(C)(C)CC3=O)c1 (configuration not stated)	27	2
Cc1ccc(C(=O)Nc2ccc(F)cc2F)cc1	0	-2
CCCC1c2cccn2CCN1C(=O)NC1CCCCC1 (configuration not stated)	-5	1
CC(C)(C)c1ccc(C2=NC(=O)C(CC(=O)O)S2)cc1 (configuration not stated)	x	38
O=C(c1cc2sc(Br)cc2n1CC1CCCCO1)N1CCCC1 (configuration not stated)	70*	-13
CCOc1ccc(-c2cc(C(=O)NCCCOC)c3ccccc3n2)cc1	-2	-4
O=C(Nc1ccccn1)c1ccc(NC(=O)C2CC=CCC2C(=O)O)cc1 (configuration not stated)	-3	-1
COc1cc(CN2CCN(c3cccc(C)c3C)CC2)cc(OC)c1OC	-5	0
COc1ccc(CNC(=O)C2(C)Cc3ccccc3C(=O)N2Cc2cccc(C)c2)cc1 (configuration not stated)	4	0
Cc1ccc(NC(=O)COc2ccc(C=O)cc2)cc1C	1	-12
COc1cc(NC(=O)c2noc3c2CCCCC3)c(OC)cc1Cl	-7	-6
O=C(c1ccncc1)N1CCc2nc(-c3ccc(Cl)cc3)ncc2C1	-11	6
CCC1CCc2c(sc(NC(=O)c3cc4ccccc4c(=O)o3)c2C#N)C1 (configuration not stated)	-2	1
CN(c1ccc(C(=O)N2CCOCC2)cc1)S(=O)(=O)c1ccccc1	4	-6
Cc1c(Cl)cccc1NC(=O)CCC(=O)O	-6	-3
Cc1[nH]nc2c1C(c1cccc(OCc3ccccc3Cl)c1)C(C#N)=C(N)O2 (configuration not stated)	34	-2
CCc1ccc(C(=O)N2CCCC(COc3ccc(C(=O)NC(C)C)cc3)C2)cc1 (configuration not stated)	-2	4
O=[N+]([O-])c1ccc(Sc2ncc3ccccn23)nc1	x	2
Cc1ccc(C)c(N2C(=O)CC(N3CCN(Cc4ccc5c(c4)OCO5)CC3)C2=O)c1 (configuration not stated)	5&8	-1&3
Cc1ccc(N2CCN(C(=O)NC(C)C)C(C)C2=O)cc1 (configuration not stated)	-6	-5
Cn1cccc1CN(Cc1cccs1)C(=O)Nc1ccccc1Cl	14	-8
COc1nccnc1NC1CCN(S(C)(=O)=O)CC1	4	-2
COc1cc([N+](=O)[O-])ccc1NC(=O)COc1cc(C)c(Cl)c(C)c1	-2	17
O=C(Cn1c(=O)[nH]c2ccsc2c1=O)NCc1ccccc1Cl	2	6
COc1ccc(OC)c(CNC(=O)c2cc3n(n2)CCCN(Cc2ccccc2)C3=O)c1	7	-8
CCCCN(CN1C(=O)C2C3C=CC(C3)C2C1=O)CN1C(=O)C2C3C=CC(C3)C2C1=O (configuration not stated)	6	0
COc1ccc(CC(C)(O)CNC(=O)COc2ccccc2C)cc1 (configuration not stated)	-10	-7
CCCCNC(=O)CC1CCN(C(=O)c2sc(-c3ccc(F)cc3)nc2C)CC1	21	7
COc1cccc(CN2COc3ccc4c(c3C2)OC(=Cc2ccncc2)C4=O)c1	21	2
CCN1C(=O)NC(=O)/C(=C/c2cn(CC(=O)N3CCC(C)CC3)c3ccccc23)C1=O	4	-7
Cc1cccc(S(=O)(=O)N2CCCC(OCc3nc(C)no3)C2)c1 (configuration not stated)	-7	6
O=C(O)c1cn[nH]c1-c1ccccc1	-5	1
COc1ccc2nc(NC(=O)CSc3nnc4n(N)cnn34)sc2c1	5	-6
Cc1cc(F)ccc1NS(=O)(=O)c1cc2n(c1)CCCN(C)C2=O	2	-4
Cc1cc(C)nc(NS(=O)(=O)c2ccc(NC(=O)C3C(C=C(Cl)Cl)C3(C)C)cc2)n1 (configuration not stated)	67*	-5
COc1ccc(I)cc1S(=O)(=O)NCc1ccccn1	0	-8
CC1CCCN(C(=O)Cn2nnc(-c3ccccc3F)n2)C1 (configuration not stated)	-4&-1	-1&-3
CCS(=O)(=O)N1CCN(c2cc(Oc3ccc(C)cc3)nc(C)n2)CC1	-18	-28
O=C(CCCCC(=O)Nc1ccccn1)Nc1ccccn1	x	-14
Cc1ccc(C)c(NC(=O)C2(C)Oc3cccnc3N(C)C2=O)c1 (configuration not stated)	-5	4
Cn1nc(-c2ccc(C=C(C#N)C(=O)c3ccco3)s2)cc1C(F)(F)F	x	1
COc1cc(C(=O)N2CCc3ccccc3C2)cc(OC)c1OC	13	4
Continued:
SMILES	mHTT-CaM PPI inh	Pf apPOL inh
Cc1ccccc1CNC(=O)C1CCCN(C(=O)c2ccccc2Cl)C1 (configuration not stated)	27	-10
O=C(CN1C(=O)C2CCCN2C(=O)c2ccccc21)NCCCN1CCCCC1 (configuration not stated)	-2	-2
Cc1ccc(C(=O)NCc2ccc3c(c2)ncn3C)s1	0	3
COc1ccc(CNC(=O)C2(S(=O)(=O)c3ccc(Cl)cc3)CC2)cc1	-1	4
COc1cccc(C(=O)N2CCC(c3cnn(-c4cccc(F)c4)c3)CC2)c1	-3	0
CCCc1cc(C2CCCN2C(=O)Nc2cc(C)ccc2OC)no1 (configuration not stated)	6	2
O=C1C(=Cc2cccc(Cl)c2)Oc2cc(O)ccc21	-2	1
O=C(Nc1ccc(OCC(=O)N2CCOCC2)cc1)c1cccs1	-3	0
COc1ccc(S(=O)(=O)Nc2cccc([N+](=O)[O-])c2C)cc1	0	-7
COc1ccc(CSc2nnc3nc(C)cc(C)n23)cc1	0	-10
COc1cccc(CN2CCN(CCOCCO)CC2)c1OC	-2	-2
CN(C)CCCC(=O)c1ccc2c(c1)OCO2	-2	0
NS(=O)(=O)c1ccc(-c2ccc(C=NO)o2)cc1	x	-1
O=C(c1ccccn1)N1CCC(c2nncn2Cc2ccccc2)CC1	-6	2
Cc1ccc(-c2csc3c(=O)n(CC(=O)NCCc4ccccc4)cnc23)cc1	-18	-3
O=C(Nc1ccc(Br)cc1F)c1c(F)c(F)c(F)c(F)c1F	-9	-6
CC1(C)CC(=O)C2=C(C1)N(c1ncn[nH]1)C(N)=C(C#N)C2c1ccc2c(c1)OCO2 (configuration not stated)	1	0
CCC1=C(C)/C(=C\c2[nH]c(C)c(CC)c2C)N=C1C	95*	-3
O=C1CCC(=O)N1c1cccc(-c2nc3cc(Cl)ccc3o2)c1	0	-9
COc1cccc2cc(C(=O)NCCOC34CC5CC(CC(C5)C3)C4)c(=O)oc12	4	-3
O=C(Cc1ccsc1)N1CCC(n2c(-c3ccoc3)nc3cccnc32)C1 (configuration not stated)	6	2
O=C1NC2CC(O)(N1)C1OCC2O1 (configuration not stated)	-1	x
O=C(CSc1nc(C(F)(F)F)cc(=O)[nH]1)N1CCC(Cc2ccccc2)CC1	28	-8
COC(=O)C1=C(N)Oc2cc(C)oc(=O)c2C1c1cccc(Cl)c1 (configuration not stated)	0	-7
O=C(CSc1ccc(C(F)(F)F)cc1[N+](=O)[O-])NCCOc1ccccc1Cl	13	-3
CCOc1ncccc1C(=O)Nc1ccc(F)cc1F	-9	-7
O=C1CC(c2ccco2)Sc2nc(-c3ccc(F)cc3)nn21 (configuration not stated)	100*	-8
CC(C)(C)Nc1nc(-c2ccccc2O)nc2ccccc12	-3&-1	-1&-6
O=[N+]([O-])c1ccc(/C=C/S(=O)(=O)N2C=Cc3ccccc3C2c2c[nH]c3ccccc23)cc1 (configuration not stated)	57*	2
C=CCn1c(=N)c(C(=O)NCCN2CCOCC2)cc2c(=O)n3ccccc3nc21	-4	-10

At a glance, 2 of the compounds above.
SMILES	mHTT-CaM PPI inh	Pf apPOL inh
O=C(Cc1ccsc1)N1CCC(n2c(-c3ccoc3)nc3cccnc32)C1 (configuration not stated)	6	2
O=C1NC2CC(O)(N1)C1OCC2O1 (configuration not stated)	-1	x

New compounds follow:
SMILES	mHTT-CaM PPI inh	Pf apPOL inh
Cc1ccc(CN2CCC(C(=O)N(CCO)Cc3ccccc3)CC2)o1	40	-2
CCCn1c(=O)c(N2CCN(C(=O)C3CCC3)CC2)nc2ccccc21	-6	-2
CC(C)C(=O)Nc1ccc(C2(C(=O)N3CCN(c4ccccc4)CC3)CCCCC2)cc1	51*	7
CC(C)(C)NC(=O)CSc1nc2ccccc2s1	-6	-5
O=C(c1ccsc1)N1CCN(c2nnc3ccc(C(F)(F)F)cn23)CC1	8	-9
COc1ccc(/C=C2/C(=N)N3N=C(C(F)(F)F)SC3=NC2=O)cc1OC	4	-2
CCN(CC)CC(O)Cn1c(C)c(C)c2ccccc21 (configuration not stated)	5	-2
O=C(c1cnc(-c2ccccc2)nc1N1CCSCC1)N1CCCCC1	18	-8
O=C(Cc1cccs1)Nc1ccccc1NC(=O)Cc1cccs1	4	-2
N#Cc1cnc(-c2cnccn2)nc1N	x	-1
CCc1ccc(N2C(=O)NC3CC2(C)Oc2ccccc23)cc1 (configuration not stated)	0	-10
COc1ccc(CC(=O)Nc2cc(C)n(-c3cccc(C)c3)n2)cc1	10	-6
COc1ccc(C(=O)NCCc2ccc(F)cc2)cc1OC	-2	4
CC(NC(=O)CCCc1ccccc1)C(=O)N1CCN(c2ccccn2)CC1 (configuration not stated)	4	-4
COc1ccc(C2Oc3c(cc(Br)cc3OC)C=C2[N+](=O)[O-])cc1OC (configuration not stated)	72*	-3
Cc1cccc(C)c1NC(=O)c1ccc(N(Cc2ccccc2)S(C)(=O)=O)cc1	14	-6
COc1ccc(C)cc1N1C(=O)NC2CC1(C)Oc1ccc(Br)cc12 (configuration not stated)	7	-4
Cc1cc(C)c(NC(=O)CSC2=NN3CCCC(=O)N=C3S2)c(C)c1	2	-8
COc1ccc(C(=O)N2CCC(c3n[nH]c(C)n3)CC2)c(C)c1	-9	12
N#CCCN(C(=O)c1sc2ccccc2c1Cl)c1ccccc1	-4	-5
COc1ccc(NC(=O)CN(c2cccc(Cl)c2C)S(=O)(=O)c2ccccc2)cc1OC	27	0
CC1CN=C(N(C(=O)Nc2cccc(Cl)c2)C(C)c2ccccc2)S1 (configuration not stated)	x	2
O=C(c1ccc(F)c(F)c1)N1CCN(c2nc(CN3CCOCC3)cs2)CC1	-2	-4
CCOc1ccc(C(=O)c2cc([N+](=O)[O-])ccc2N2CCOCC2)cc1	23	0
CSc1nnc2c(n1)OC(c1cccnc1)N(C(C)=O)c1ccccc1-2 (configuration not stated)	1	-7
O=C(NCc1ccccc1)C12CC3CCC(CC(C3)C1)C2	-2	-1
Cc1ccnc(NC(=O)COc2c(C)cc(Cl)cc2Cl)c1	-2	-3
CCn1ccc(C(=O)N2CCc3c(nc4cc(-c5ccccc5Cl)[nH]n4c3=O)C2)n1	37	1
O=C(NCc1ccccc1F)C1CCCN(c2nnc3ccc(Cl)cn23)C1 (configuration not stated)	8	0
Nc1nc2n(n1)C(c1cccc(Br)c1)CC(c1ccc(F)cc1)N2 (configuration not stated)	8	19
O=C1c2ccccc2C(=O)N1CCn1ncccc1=O	-8	-2

High-throughput results deposited in PubChem by University of Kansas High Throughput Screening Laboratory.
